GALK inh: inhibitors of human galactokinase; Potency, µM (series often up to 57.5 µM), without a hit: at the highest dose activity change, negative = inhibition, actives largely listed as inhibitors; Purified GALK, Kinase-Glo residual ATP luminescence; P51570; 0.007% of 270,000 active; AID 1868; note: potency is the fitted concentration of half-maximal effect; % is set by controls: 0 for no effect and ±100 for the full control effect
Target sequence (P51570 whole entry, looked up): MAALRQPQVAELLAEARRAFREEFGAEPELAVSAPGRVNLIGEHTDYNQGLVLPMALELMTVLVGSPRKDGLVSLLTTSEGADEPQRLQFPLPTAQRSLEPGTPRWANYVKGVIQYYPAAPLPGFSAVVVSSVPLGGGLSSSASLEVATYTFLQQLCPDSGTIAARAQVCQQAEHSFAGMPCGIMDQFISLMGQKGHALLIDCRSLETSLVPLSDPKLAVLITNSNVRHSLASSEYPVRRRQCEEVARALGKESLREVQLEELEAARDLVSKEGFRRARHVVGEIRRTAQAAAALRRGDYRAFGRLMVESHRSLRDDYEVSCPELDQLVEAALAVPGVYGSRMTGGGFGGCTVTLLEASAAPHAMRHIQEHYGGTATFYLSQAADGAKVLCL
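5 nM enzyme, 35 uM ATP, 100 uM galactose, 20 mM HEPES pH8.0, 5 mM MgCl2; 1 h RT; residual ATP by Kinase-Glo Plus luminescence, qHTS format.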
MLL CXXC-DNA inh: MLL CXXC-DNA interaction inhibition | Q03164 | MLL-CXXC / FITC-HOXA9 DNA fluorescence polarization | 0.037% of 290,000 active | Potency, µM (series often up to 115 µM), without a hit: top-dose activity change, negative = inhibition, actives largely listed as inhibitors; active = well fitted inhibition curve with a large enough effect in the polarisation, with a control signal flat, not every such curve was filed as active; inconclusive = small, poorly fitted or top-dose-only effect, or effect the other way, or a change in a side signal; inactive = no such curve, though single readings can be large or run the other way; the % refers to the polarisation; note: potency is the fitted concentration of half-maximal effect
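Purified MLL-CXXC (added from a 7 uM solution) was preincubated 5 min at ambient with pinned compounds in 50 mM Tris-HCl pH 7.5, 50 mM NaCl, 1 mM DTT, 0.05% BSA. Fluorescein-labeled HOX-A9 DNA (50 nM solution) followed, 30 min, then polarization read.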
KCNH2 3.1 block: inhibitors of human KCNH2 3.1 potassium channel isoform; activity change, % (tested at about 1.8 µM); U2OS KCNH2 3.1, thallium flux FluxOr; stronger effect = lower value; 0.95% of 340,000 active;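 active = maximum activity change below -70%; inconclusive = maximum activity change from -70% to -50%; inactive = maximum activity change above -50%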;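 note: thallium influx rate constant from kinetic fluorescence after stimulation buffer; % is set by controls: 0 for no effect and ±100 for the full control effect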
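U2OS cells transduced with KCNH2 3.1 mutant virus (1.77 x 10^8 /mL, 4 h), plated overnight at 37 C, loaded 45 min with FluxOr dye plus Red40 quencher. Thallium flux rate constant from kinetic reads after stimulation buffer, normalised to controls.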
Giardia kill: kills Giardia lamblia. Giardia lamblia trophozoite viability. 0.15% of 340,000 active. activity change, % at 7.66 µM, hits read low; in the data active = activity change below about -80%; inconclusive = between about -30% and that limit;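 note: parasites exposed to compound for two days anaerobically before the ATP read; % is set by controls: 0 for no effect and ±100 for the full control effect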
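ATP-content bioluminescence gauges trophozoite survival. Cells (100/well) receive compound and incubate anaerobically for 48 hrs at 37 deg C; detection reagent follows for 15-30 min at room temperature.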
Menin-MLL TR inh: displaces Texas Red mutant MLL peptide from human menin; AID 1768; O00255; 0.23% of 270,000 active; Menin + Texas Red MLL mutant peptide, fluorescence polarization; Potency, µM (series often up to 61.6 µM), without a hit: top-dose FP activity change, negative = inhibition, usual class: inhibitors; active = well fitted inhibition curve with a large enough effect in the polarisation, with a control signal flat, not every such curve was filed as active; inconclusive = small, poorly fitted or top-dose-only effect, or effect the other way, or a change in a side signal; inactive = no such curve, though single readings can be large or run the other way; the % refers to the polarisation; note: potency is the fitted concentration of half-maximal effect; % of control where 0% means no effect; many of its hits are not listed in these tables
TRPV1 ag: activates the human vanilloid receptor TRPV1 | Q8NER1 | TRPV1-expressing cells, Fluo-8 calcium influx, agonist mode | activation, % at 8.33 µM | 0.19% of 320,000 active | AID 540275; in the data active = activation above about 80%; inconclusive = between about 30% and that limit; note: 0% is about no effect
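Cells expressing TRPV1 were dye-loaded with Fluo-8 and read kinetically: 10 s baseline, 3 min after compound (agonist portion), then 2 min after EC20 capsaicin (allosteric enhancer portion). Calcium-bound dye fluorescence at 480/520 nm.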
PKM2 act: activators of human pyruvate kinase M2 | P14618 | purified PKM2, Kinase-Glo ATP luminescence, activation; response scale: 0% is enzyme alone, no compound | Potency, µM (top dose mostly 57.5 µM), for the others: at the highest dose activation, actives largely listed as activators | 0.34% of 260,000 active | AID 1631; note: potency is the fitted concentration of half-maximal effect; % is set by controls: 0 for no effect and ±100 for the full control effect; nearly all actives have a fitted effect of over 55% in size
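Purified hPK-M2 (>95% pure) converted ADP (0.1 mM final) to ATP with 0.5 mM PEP in 50 mM imidazole pH7.2, KCl, MgCl2, Tween 20, BSA; 1 h at room temperature. ATP detected by Kinase-Glo luminescence.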
FBPA coupling cs: coupling enzyme interference in Giardia aldolase counter-screen; coupling enzyme system counterscreen, AmpLite Red fluorescence; activity change, negative = inhibition, % at 58.2 µM, hits read low; 0.67% of 290,000 active; AID 2472; in the data active = activity change below about -30%; note: % is set by controls: 0 for no effect and ±100 for the full control effect
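Compounds tested against the coupling enzymes alone at 57.5 uM final; readout was AmpLite Red fluorescence (525/598 nm) after 20 min at RT.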
USP2a block: USP2a (human) protease inhibition | 0.01% of 330,000 active | Potency, µM (top dose mostly 38.3 µM), for inactives: top-dose activity change, negative = inhibition, hits mostly inhibitors | USP2 core, Ub-CHOP2 coupled fluorogenic reporter, 485/531;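 note: potency is the fitted concentration of half-maximal effect; plate controls were DMSO wells for no effect and full inhibition by NEM control for full effect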
Target sequence (O75604 whole entry, looked up): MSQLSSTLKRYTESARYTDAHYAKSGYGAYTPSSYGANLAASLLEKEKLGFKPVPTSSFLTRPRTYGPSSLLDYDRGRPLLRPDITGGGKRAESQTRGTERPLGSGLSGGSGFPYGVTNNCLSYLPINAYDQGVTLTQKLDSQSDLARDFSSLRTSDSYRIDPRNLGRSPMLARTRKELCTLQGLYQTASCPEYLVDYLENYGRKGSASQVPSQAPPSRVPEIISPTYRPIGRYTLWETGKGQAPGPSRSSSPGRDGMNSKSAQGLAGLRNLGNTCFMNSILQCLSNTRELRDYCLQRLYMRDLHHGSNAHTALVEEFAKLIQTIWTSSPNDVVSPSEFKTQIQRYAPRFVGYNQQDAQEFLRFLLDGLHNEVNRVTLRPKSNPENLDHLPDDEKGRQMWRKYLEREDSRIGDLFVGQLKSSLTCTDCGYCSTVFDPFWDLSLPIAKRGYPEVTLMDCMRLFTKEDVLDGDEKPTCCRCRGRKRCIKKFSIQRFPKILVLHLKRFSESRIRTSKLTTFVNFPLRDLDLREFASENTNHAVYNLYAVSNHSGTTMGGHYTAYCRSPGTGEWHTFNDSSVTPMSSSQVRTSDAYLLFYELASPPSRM
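Cell-free coupled assay: 10nM USP2 core preincubated 30min RT with compound in Tris-HCl pH 8.0/CaCl2/CHAPS buffer, then 25nM Ub-CHOP2 and 25nM reporter substrate; fluorescence (Ex 485/Em 531) read after 60min RT, normalized to NEM inhibition, concentration-response curves fitted.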
B2AR arrestin: recruits beta-arrestin to the human beta2-adrenergic receptor | Potency, µM (series often up to 46.1 µM), inactives show at the top dose activation, most hits filed as activators | 0.02% of 330,000 active | P07550 | beta-arrestin recruitment to beta2AR, cell-based reporter;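 note: potency is the fitted concentration of half-maximal effect; 0% = DMSO controls and full agonism = EC100 isoproterenol or metaproterenol; nearly all actives have a fitted effect of over 65% in size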
hERG WT inh: blocks the wildtype human KCNH2 potassium channel; U2OS, BacMam KCNH2, thallium flux FluxOr; stronger effect = lower value; activity change, % at 1.84 µM; 0.37% of 340,000 active; AID 720551;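 active = maximum activity change below -70%; inconclusive = maximum activity change between -70% and -50%; inactive = maximum activity change above -50%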; note: % is set by controls: 0 for no effect and ±100 for the full control effect
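U2OS cells transduced with wild-type KCNH2 virus are loaded with FluxOr dye for 45 min, and thallium flux is measured in kinetic reads before and after stimulation buffer. Rate constants are normalized to DMSO controls.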
Starred values were filed as active, the others as inactive; ? = inconclusive; nt = not tested or not shown; [ ] = dose if it differs, or a comment. Unless noted, calls come from the whole dose curve; as a rule, active = well fitted curve in the direction sought with a large enough effect; inconclusive = small, poorly fitted or top-dose-only effect, or another doubt; inactive = no such curve, though single readings can be large; an effect the other way counts as inactive or inconclusive.

SMILES	GALK inh	MLL CXXC-DNA inh	KCNH2 3.1 block	Giardia kill	Menin-MLL TR inh	TRPV1 ag	PKM2 act	FBPA coupling cs	USP2a block	B2AR arrestin	hERG WT inh
CCOc1ccccc1CNS(=O)(=O)c1cc(-c2cc(C)no2)ccc1OC	1%	-3%	5	-23	40%[activator]	6	nt	0	-2%	0.0%	-1
C/C(=N/N1CCN(c2ccccn2)CC1)c1ccc([N+](=O)[O-])cc1	0%	-4%	-8	8	11%	0	0%	4	-8%	-0.8%	?
c1ccc(-c2ncc3c(ccc4ccccc43)n2)cc1	nt	17%	7	?	0%	-3	2%	1	1%	-0.5%	-5
COc1ccc(CCNC(=O)CCCn2c(SCC#N)nc3ccccc3c2=O)cc1OC	2%	-2%	-13	-15	9%	8	0%	-1	-2%	-0.2%	-11
CCN(CC)c1nc(-c2ccccc2)ncc1S(=O)(=O)c1ccc(C)cc1	0%	-4%	0	-25	-3%	5	-4%	0	2%	-0.3%	4
CCCCNC(=O)CSc1nc2ccccc2c(=O)n1CCNC(C)=O	0%	-5%	nt	14	16%	1	-1%	-1	0%	-0.1%	-3
Cc1cccc(C(CC(=O)N2CCCCC2)c2ccccc2)c1O (stereo unspecified)	6%	-4%	12	16	-13%	22	1%[11.5 µM]	-3	1%	0.0%	1
O=C(Nc1ccc(F)cc1F)c1cccnc1	0%	11%	16	-2	-2%	1	-2%	1	3%	0.2%	4
CCN(CC(=O)Nc1c(F)cccc1F)C(=O)c1ccc(=O)[nH]c1	0%	34%[activator]	3	-5	nt	3	6%	nt	1%	-1.6%	7
CCOc1ccc(N(CC(=O)N2CCN(C(=O)CN(c3ccc(OCC)cc3)S(C)(=O)=O)CC2)S(C)(=O)=O)cc1	-5%	-10%	-1	-18	-3%	0	-1%	1	-1%	4.3%	-3
COc1ccc(C(=O)N2CCC(n3c(C)nc4cc(F)ccc43)CC2)cc1OC	2%	0%	-15	-9	-5%	5	?	3	4%	0.1%	14
C1CCCC(N2CCNCC2)CC1	-1%	1%	-4	12	8%	-3	-26%	-3	0%	-2.1%	-4
CCn1cc(C(=O)Nc2ccc(-n3cnnn3)c(OC)c2)c(=O)c2ccc(C)nc21	6%	2%	nt	nt	-2%	-1	-5%	9	-1%	0.3%	nt
Cc1cc(/C=c2/sc3nc4ccccc4n3c2=O)c(C)n1-c1ccccn1	2%	-10%	-13	?	?	0	-4%	-9	7%	-0.1%	14
Cc1ccc(C(=O)NC2CC(C)(C)NC(C)(C)C2)c(C)c1	7%	0%	10	8	0%	-3	0%	0	-2%	-0.7%	12
COc1ccc(N2CCN(CC(O)COc3ccc(F)cc3)CC2)cc1 (stereo unspecified)	-8%	-4%	-42	14	20µM*	-5	nt	0	6%	0.2%	18
Cc1cc(NC(=O)CN2CCN(c3ncccn3)CC2)no1	2%	10%	-10	-4	-11%	0	-2%	3	-1%	0.4%	5
COc1cc(/C=N/Nc2ccc(C(=O)O)cc2)cc(OC)c1OC	4%	-1%	6	-2	nt	5	0%	1	2%	4.3%	0
COc1ccc(NS(=O)(=O)c2cccc(C(=O)NCC(c3ccc(OC)cc3)N3CCOCC3)c2)cc1 (stereo unspecified)	-9%	9%	-7	-3	nt	1	-5%	nt	-1%	-0.4%	4
CCOc1ccc(OCC)c(-c2c(=O)n(OCc3ccccc3C(=O)OC)c3ccccc3[n+]2[O-])c1	5%	2%	nt	-10	?	1	0%	-3	0%	3.1%	-1
O=C(CSc1ccc(-c2ccco2)nn1)NC1CCCCC1	0%	-8%	1	12	1%	-3	0%	1	6%	0.1%	12
COc1ccc(C(C(=O)NCC2CCCO2)N(C(=O)CNC(=O)c2ccco2)c2cc(C)cc(C)c2)cc1OC (stereo unspecified)	0%	6%	6	-13	-9%	-1	-11%	-1	0%	-1.0%	3
O=C(CNC(=O)c1cc2ccccc2o1)NCc1cccs1	-1%	-2%	-2	3	7%	7	-11%	0	0%	-0.2%	-1
COc1ccc(NC(=O)Nc2ccc(C)cc2Br)c(OC)c1	1%	5%	8	24	?	2	-1%	2	0%	-1.0%	-5
O=C(NC1CCN(C(=O)N2c3ccccc3Sc3ccccc32)CC1)c1ccco1	12%	9%	-19	-10	-1%	?	0%	3	-1%	-1.2%	-5
Further entries:
SMILES	GALK inh	MLL CXXC-DNA inh	KCNH2 3.1 block	Giardia kill	Menin-MLL TR inh	TRPV1 ag	PKM2 act	FBPA coupling cs	USP2a block	B2AR arrestin	hERG WT inh
CCOC(=O)c1ccc2c(c1)nc(SCC(=O)c1cc3ccccc3o1)n2CC	-1%	23%	-3	27	?	0	6%	-1	5%	-0.2%	-2
CC(=O)c1ccc2cccc3c2c1N=CN3C	0%	13%	12	-1	-26%	4	-2%	-43*	6%	-0.8%	-4
O=C(CSc1nnc(-c2ccccc2)n1CC1CCCO1)N1CCCC1 (stereo unspecified)	-1%	4%	10	-6	5%	0	1%	0	0%	-0.1%	2
C=CCn1c(N)cc(=O)nc1SCC(=O)Nc1ccccc1	0%	0%	4	-12	-3%	0	2%	1	-2%	-0.5%	-3
O=P(CCCCCCCCCP(=O)(c1ccccc1)c1ccccc1)(c1ccccc1)c1ccccc1	-3%	3%	0	-10	nt	0	-16%	1	-15%	0.0%	31
Cc1cc(C)nc(NS(=O)(=O)c2ccc(NC(=O)c3ccc(O)cc3O)cc2)n1	-1%	-3%	-1	-26	22%	-1	-11%	-1	-1%	-0.1%	4
CS(=O)(=O)N(CCc1ccccc1)CC(=O)N1CCN(Cc2ccc3c(c2)OCO3)CC1	2%	3%	1	-20	0%	-2	-8%	0	nt	nt	-3
COCC1CCN(Cc2nc(Cc3ccccc3Cl)no2)CC1	9%	-13%	12	-4	-7%	-1	1%	5	1%	-0.1%	-11
Cc1cc(=O)c2c(C)nn(-c3ccccc3)c2[nH]1	0%	11%	5	6	-4%	-2	4%	3	1%	-0.2%	-4
CCN(C(=O)CSc1nnc(-c2ccc(F)cc2)n1C)C1CCS(=O)(=O)C1 (stereo unspecified)	nt	nt	10	22	nt	nt	nt	nt	-4%	-0.2%	2
CC1CC(C)CN(S(=O)(=O)c2ccc(C(=O)Nc3nnc(C4CC4)o3)cc2)C1 (stereo unspecified)	-8%	7%	6	-21	?	2	-3%	0	-1%	2.3%	-17
COCCNS(=O)(=O)c1ccc(-c2ccc(C)cc2)cc1	-1%	-8%	-2	-11	nt	4	-1%	3	1%	0.3%	-25
Cc1nn(C)cc1NC(=O)c1ccc(Br)o1	-2%	3%	-1	4	-6%	-4	-4%	0	-1%	-1.4%	4
O=C(NCc1cccnc1)c1noc2c1CCCCC2	-4%	0%	-11	-10	-1%	2	1%	0	6%	0.3%	-9
Cc1ccc(C(=O)N(NC2=NS(=O)(=O)c3ccccc32)S(=O)(=O)c2ccc(C)cc2)cc1	nt	36%[activator]	-41	9	17%	3	-1%	0	0%	-0.6%	2
CCN(C(=O)CSc1nc2nc(C)cc(C)n2n1)C1CCS(=O)(=O)C1 (stereo unspecified)	10%	7%	2	-16	-15%	-3	-9%	2	-1%	-0.3%	9
O=C(Cn1nnc2ccccc2c1=O)NCCc1ccc(F)cc1	-2%	4%	nt	nt	-6%	12	9%	3	-2%	-0.7%	nt
CCOC(=O)c1nc(Nc2ccc(N3CCC(C)CC3)cc2)c2ccccc2n1	1%	-3%	-8	-1	?	20	27%	-1	-2%	-0.4%	-1
COc1ccc(OCC(O)CN(CCO)CC(O)Cn2ccc3ccccc32)cc1 (stereo unspecified)	-2%	-1%	-14	32[activator]	5%	-1	2%	0	2%	-0.6%	9
CCOC(=O)CNC(=O)N(CCOC)CC1CCCN(C2Cc3ccccc3C2)C1 (stereo unspecified)	-2%	-7%	7	5	-9%	5	-2%	0	4%	-0.2%	-18
CCOC(=O)c1sc(=S)n(-c2ccccc2Cl)c1C	-2%	4%	-2	-6	nt	24	1%	2	3%	-1.0%	12
Cc1ccccc1C(=O)NC(=S)Nc1sc2c(c1C#N)CCCC2	0%	15%	11	5	?	1	-8%	2	-2%	-0.6%	1
COc1ccc(OC)c(CN(CCN2CCOCC2)S(=O)(=O)c2ccc(NC(C)=O)cc2)c1	4%	3%	19	-17	nt	6	1%	0	4%	0.2%	7
O=C(COc1cccc(F)c1)NNC(=O)c1cccc(-n2cccc2)c1	nt	nt	-9	4	nt	2	nt	nt	0%	-0.4%	3
Nc1nc(Sc2ncccc2[N+](=O)[O-])n[nH]1	-3%	-8%	16	6	nt	1	4%	-3	1%	-0.5%	2

High-throughput results (PubChem BioAssay)

Only part of the results is shown (hit frequency here may not be typical).
